EPAC1 antag: antagonists of human EPAC1 | O95398 | Potency, µM (titrated, usually from 115 µM), for inactives: top-dose activity change, negative = inhibition, most hits filed as inhibitors | actives 0.14% (n = 360,000) | EPAC1 GEF assay, Rap1b-BODIPY-GDP exchange fluorescence;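 note: potency is the fitted concentration of half-maximal effect; plate controls were vehicle for no effect and positive control for full effect; nearly all actives have a fitted effect of over 50% in size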
IL-2 act: activates IL-2 in a cell-based reporter assay; activation, % (series mostly up to about 46 µM); IL-2 activation reporter assay, cell-based qHTS; stimulated with anti-CD3/CD4/CD28 beads; in transgenic mouse T cells; actives 0.065% (n = 360,000); in the data active = activation above about 50%; inconclusive = mostly about 30% to 49%; note: 0% is about no effect
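First, unstimulated transgenic mouse T cells were exposed to compound for 60 min. Next, anti-CD3/anti-CD4-coated beads with anti-CD28 were added. Finally, after 18 h at 37 degrees C, EGFP and DsRed were imaged.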
EPAC1 agonist: agonists of human EPAC1. EPAC1 agonist qHTS, biochemical assay; response scale: 100% = response to 6.5 mM cAMP. Potency, µM (highest dose often 154 µM), inactives show at the highest dose activation, usual class: activators. actives 0.073% (n = 360,000); note: potency is the fitted concentration of half-maximal effect; nearly all actives have a fitted effect of over 60% in size
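Nucleotide exchange by EPAC1 (100 nM) on Rap1B–BODIPY-GDP (250 nM) in the presence of 50 uM GDP is tracked fluorescently at 480/540 nm over 30 min. Signals are normalized to a 6.5 mM cAMP control.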
CCT chaperon mod: cytosolic chaperonin activity modulation. activity change, % (test concentration not listed), hits read low. actives 0.3% (n = 360,000). purified chaperonin ATPase assay, HTRF ADP detection, 30 min; in the data active = activity change below about -30%; note: % is set by controls: 0 for no effect and ±100 for the full control effect
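Nucleotide hydrolysis assay: TRiC at 20–40 nM final (set by batch activity) with 10 uM ATP, 30 min at 37 °C, in presence of 76 uM compound. Detection by competitive ADP HTRF, 30 min ambient.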
PI5P4Ka inh: PI5P4K alpha (human) kinase inhibition | P48426 | PI5P4Kalpha enzyme, ADP-Glo luminescence, 60 min; hits give low values | max response, % | actives 1.2% (n = 330,000); active = max response of -50% or lower; inconclusive = between -30% and -50%; inactive = -30% or higher; note: value at the top dose of about 77 µM; % is set by controls: 0 for no effect and ±100 for the full control effect
Target sequence (P48426 whole entry, looked up): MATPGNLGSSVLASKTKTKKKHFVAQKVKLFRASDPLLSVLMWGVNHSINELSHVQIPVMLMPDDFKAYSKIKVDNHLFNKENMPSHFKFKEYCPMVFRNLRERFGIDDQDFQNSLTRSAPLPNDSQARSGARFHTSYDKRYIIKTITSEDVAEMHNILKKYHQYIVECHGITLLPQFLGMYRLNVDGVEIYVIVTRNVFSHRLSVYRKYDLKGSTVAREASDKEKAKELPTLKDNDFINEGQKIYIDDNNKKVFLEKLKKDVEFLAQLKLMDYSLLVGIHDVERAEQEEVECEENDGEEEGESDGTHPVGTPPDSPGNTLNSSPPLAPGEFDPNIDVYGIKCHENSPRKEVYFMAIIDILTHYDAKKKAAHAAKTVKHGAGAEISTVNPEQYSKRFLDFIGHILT
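Enzyme plus substrate dispensed, test compounds pinned in, then ATP (5 microM final) added. After 60 min at RT, ADP-Glo reagent 1 for 45 min and reagent 2 for 30 min preceded luminescence imaging.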
PLK1 PBD inh: blocks phosphopeptide binding to human PLK1 polo-box domain. P53350. actives 2.8% (n = 360,000). Plk1 PBD binding of FITC phosphopeptide, fluorescence polarization. Potency, µM, for inactives: max response, negative = inhibition, most hits filed as inhibitors; note: potency is the fitted concentration of half-maximal effect; series mostly up to about 57 µM; % is set by controls: 0 for no effect and ±100 for the full control effect; nearly all actives have a fitted effect of over 65% in size
Target sequence (P53350 whole entry, looked up, the tested form may be a part): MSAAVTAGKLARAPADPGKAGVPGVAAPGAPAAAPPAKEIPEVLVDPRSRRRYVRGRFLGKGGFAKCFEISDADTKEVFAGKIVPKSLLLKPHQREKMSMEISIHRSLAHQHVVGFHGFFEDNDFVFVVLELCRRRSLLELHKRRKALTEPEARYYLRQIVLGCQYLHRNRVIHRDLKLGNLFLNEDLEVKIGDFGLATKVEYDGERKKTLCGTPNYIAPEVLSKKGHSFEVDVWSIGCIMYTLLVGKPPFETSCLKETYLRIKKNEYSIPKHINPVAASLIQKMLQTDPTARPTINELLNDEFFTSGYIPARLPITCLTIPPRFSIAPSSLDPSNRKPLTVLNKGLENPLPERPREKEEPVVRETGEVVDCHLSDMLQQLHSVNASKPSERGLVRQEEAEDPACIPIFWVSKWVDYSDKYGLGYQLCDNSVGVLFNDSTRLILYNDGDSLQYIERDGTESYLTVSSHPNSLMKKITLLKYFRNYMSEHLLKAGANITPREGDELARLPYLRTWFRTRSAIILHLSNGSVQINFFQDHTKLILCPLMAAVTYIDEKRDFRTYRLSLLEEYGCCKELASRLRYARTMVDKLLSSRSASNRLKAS
EPAC2 ag: EPAC2 (human) agonism; Potency, µM (highest dose often 154 µM), without a hit: top-dose activation, usual class: activators; AID 720711; Q8WZA2; EPAC2 activation, biochemical qHTS; response scale: 100% = 6.5 mM cAMP response; actives 0.079% (n = 360,000); note: potency is the fitted concentration of half-maximal effect; nearly all actives have a fitted effect of over 50% in size
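Fluorescence exchange assay: 100 nM EPAC2 with 250 nM RAP1B-BODIPY-GDP and 50 uM GDP; compounds tested as a concentration-titration series (qHTS). Loss of Rap1-bound BODIPY-GDP fluorescence read at 480/540 nm; data normalized to 6.5 mM cAMP.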
WRN helicase inh: inhibitors of human WRN helicase; Q14191; WRN helicase unwinding, fluorescent forked duplex, kinetic; Potency, µM (top dose mostly 114 µM), without a hit: top-dose activity change, negative = inhibition, hits mostly inhibitors; actives 0.46% (n = 360,000); AID 651768; note: potency is the fitted concentration of half-maximal effect; % is set by controls: 0 for no effect and ±100 for the full control effect; nearly all actives have a fitted effect of over 55% in size
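Kinetic fluorescence helicase assay: unwinding of a quenched forked DNA duplex (100 nM final) with 2 mM ATP final raises red fluorescence (525/598 nm). Compounds sat 15 min at room temperature with 20 nM WRN beforehand.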
Starred values were filed as active, the others as inactive; u = inconclusive; x = no result given; [ ] = another dose, or the depositor's remark. Unless noted, calls come from the whole dose curve; as a rule, active = well fitted curve in the direction sought with a large enough effect; inconclusive = small, poorly fitted or top-dose-only effect, or another doubt; inactive = no such curve, though single readings can be large; an effect the other way counts as inactive or inconclusive. An excerpt (hit frequency here may not be typical).

smiles	EPAC1 antag	IL-2 act	EPAC1 agonist	CCT chaperon mod	PI5P4Ka inh	PLK1 PBD inh	EPAC2 ag	WRN helicase inh
O=C(CCN1C(=O)C2C3C=CC(C3)C2C1=O)N1CCN(c2ccccc2F)CC1 (stereo not drawn)	3%	-7.6	-12%	2.4	1	3%	6%	-10%
COC(=O)C(O)(NC(=O)NC(C)=O)C(F)(F)F (stereo not drawn)	-8%	-0.1	3%	-56*	4	1%	1%	-3%
CCN(CC(=O)Nc1ccc(NC(C)=O)cc1)CC(=O)Nc1ccc(Cl)c(Cl)c1	u	-4.1	6%	2.5	-3	0%	9%	-19%
COc1cccc(-c2cccc(NC(=O)C3CCN(Cc4ccc(CO)o4)CC3)c2)c1	0%	-2.1	0%	-0.6	-3	-8%	13%	8%
CCOC(=O)c1c(NC(=O)CN(C)C)sc(C(=O)N(CC)CC)c1C	11%	-1.3	0%	-1.1	9	-4%	11%	3%
Cc1ccc(NC(=O)COc2coc(CN3CCc4ccccc4C3)cc2=O)cc1Cl	6%	2.9	-2%	0.2	8	-1%	-5%	-13%
COc1ccc(Cl)cc1Nc1nc(NCCO)nc(N2CCCCC2)n1	-5%	0.3	-8%	x	x	x	6%	x
COC(=O)c1ccc(C(=O)OC)c(NC(=O)C(C)C)c1	11%	1.0	-1%	0.7	-2	4%	0%	2%
COC(=O)c1ccc(NC(=O)c2ccc3c(c2)C(=O)N(C)C3=O)cc1	-10%	-0.3	2%	-3.9	-7	-3%	7%	10%
CCOc1ccc(S(=O)(=O)Nc2nc3ccccc3nc2-n2ccc(=NC(=O)c3ccccc3C)cc2)cc1	-16%	-0.1	20%	-3.2	5	6%	-2%	-26%
COC(=O)C1C(C(C)C)N(c2ccccc2)OC1(C)O (stereo not drawn)	12%	3.1	-3%	-0.3	x	1%	10%	3%[57.1 µM]
O=C(CC12CC3CC(CC(Br)(C3)C1)C2)NC1CCCC1	0%	2.0	2%	-1.5	4	3%	8%	-2%

Compound profiles, as listed above. Values in the order: EPAC1 antag, IL-2 act, EPAC1 agonist, CCT chaperon mod, PI5P4Ka inh, PLK1 PBD inh, EPAC2 ag, WRN helicase inh
Cc1ccc(NC(=O)COc2coc(CN3CCc4ccccc4C3)cc2=O)cc1Cl is entered as 6%, 2.9, -2%, 0.2, 8, -1%, -5%, -13%
O=C(CC12CC3CC(CC(Br)(C3)C1)C2)NC1CCCC1 is entered as 0%, 2.0, 2%, -1.5, 4, 3%, 8%, -2%

(cont.)
smiles	EPAC1 antag	IL-2 act	EPAC1 agonist	CCT chaperon mod	PI5P4Ka inh	PLK1 PBD inh	EPAC2 ag	WRN helicase inh
COCCn1c(COc2cccc(OC)c2)nnc1SCC(=O)N1CCOCC1	-7%	-1.7	-1%	-1.7	x	-3%	10%	-2%
Cc1ccc(N(CC(=O)Nc2cc(C)cc(C)c2)S(=O)(=O)c2c(C)noc2C)cc1	9%	-4.8	-10%	0.3	0	u	6%	-4%
O=C1CN(c2ccc(F)cc2)C(=S)N1c1ccccc1	-17%	1.4	9%	-0.3	3	2%	-4%	-16%
CCOc1ccc(N(CC(=O)NCc2ccco2)C(=O)CCC(=O)Nc2nccs2)cc1	4%	0.5	-4%	0.0	-2	0%	0%	0%
CCN(C[C@H]1N[C@@](Cc2ccccc2)(C(=O)OC)[C@H]2C(=O)N(Cc3ccccc3)C(=O)[C@@H]12)S(=O)(=O)c1ccc(C(F)(F)F)cc1	-19%	-0.5	-24%	0.2	3	-8%	-4%	3%
CCOC(=O)C1CCCCN1Cc1cn(C)nc1-c1ccccc1F (stereo not drawn)	-7%	1.8	1%	-3.1	0	3%	2%	-1%
CC(C)c1nnc(NC(=O)CCC(=O)N2CCC(Cc3ccccc3)CC2)s1	-7%	0.3	-6%	-15	2	-16%	0%	0%
O=C(CCSc1ccccn1)Nc1ccc(Br)cc1	u	-2.4	6%	-0.1	1	0%	7%	-17%
CCOC(=O)CN(C(=O)CNC(=O)c1ccco1)C(C(=O)NC1CCCC1)c1ccccc1OCC (stereo not drawn)	-20%	1.8	4%	0.0	-3	-24%	-1%	5%
COc1ccc(CCNC(=O)C2CCN(C(=O)c3ccc(Cl)cc3)CC2)cc1	-1%	-0.1	2%	-1.5	3	-8%	-1%	5%
Cc1ccc(S(=O)(=O)N2C[C@H]3C(=O)C[C@@H](c4ccccc4)N(S(=O)(=O)c4ccc(Br)cc4)[C@H]3C[C@H]2c2ccccc2)cc1	3%	2.6	-9%	2.0	-5	1%	-1%	-5%
COc1ccc(OCc2cc(C(=O)NC(C)Cc3ccccn3)no2)c(Cl)c1 (stereo not drawn)	u	0.0	4%	1.4	1	-6%	3%	-9%

Continuation.
smiles	EPAC1 antag	IL-2 act	EPAC1 agonist	CCT chaperon mod	PI5P4Ka inh	PLK1 PBD inh	EPAC2 ag	WRN helicase inh
CCOc1ccc2c(c1)C(c1ccccc1)=NNC(c1ccccc1)=N2	-7%	-1.0	0%	0.5	-4	2%	-6%	-8%
COCCN(C(=O)CN1CCCc2ccccc21)c1c(N)n(Cc2ccccc2)c(=O)[nH]c1=O	-1%	0.5	9%	0.0	5	-2%	0%[15.6 µM]	8%
COc1cc(C(=O)NCc2ncccc2C)ccc1OC1CCN(C(C)=O)CC1	3%	5.5	10%	-1.0	-2	-3%	-2%	-28%
COc1ccc(OC)c(-c2cc(C(=O)NCCCn3ccnc3)no2)c1	9%	2.2	8%	-2.6	x	0%	-2%	-7%
Cn1c(CCNC(=O)c2ccccc2F)nnc1SCC(=O)Nc1ccccc1F	-26%	-1.2	2%	2.7	3	1%	0%	4%[57.1 µM]
COc1ccccc1C(=O)NNC(=O)c1ccc(NC(=O)c2ccccc2)cc1	10%	-1.2	-4%	-1.3	-9	11%	0%	-4%
Cc1nn(-c2ccccc2)cc1/C=N/O	-7%	-1.2	3%	-1.2	x	-7%	12%	3%
CC(C)(C)c1ccc(OCc2cnc(Cl)s2)cc1	0%	2.3	-2%	-3.4	14	-4%	-6%	-7%
CCOC(=O)c1c(N)sc(N)c1C(=O)OCC	-7%	0.9	-7%	-2.9	-25	3.4µM*	-4%	u
Nc1nc(N)nc(-c2cccc(Cl)c2)n1	13%	-0.3	0%	1.3	-10	-3%	7%	3%
O=C(NCc1ccco1)C1CCN(c2ccc(N3CCOCC3)nn2)CC1	-4%	-1.0	4%	-1.3	0	-1%	10%	3%
CS(=O)(=O)N1CCc2cc(C(=O)N3CCCC3)ccc21	-8%	3.7	3%	2.5	-1	10%	-6%	3%

Quoted at random: 5 compounds from above, in no set order.
smiles	EPAC1 antag	IL-2 act	EPAC1 agonist	CCT chaperon mod	PI5P4Ka inh	PLK1 PBD inh	EPAC2 ag	WRN helicase inh
Cc1nn(-c2ccccc2)cc1/C=N/O	-7%	-1.2	3%	-1.2	x	-7%	12%	3%
COc1ccc(OCc2cc(C(=O)NC(C)Cc3ccccn3)no2)c(Cl)c1 (stereo not drawn)	u	0.0	4%	1.4	1	-6%	3%	-9%
Nc1nc(N)nc(-c2cccc(Cl)c2)n1	13%	-0.3	0%	1.3	-10	-3%	7%	3%
COc1ccc(Cl)cc1Nc1nc(NCCO)nc(N2CCCCC2)n1	-5%	0.3	-8%	x	x	x	6%	x
COCCn1c(COc2cccc(OC)c2)nnc1SCC(=O)N1CCOCC1	-7%	-1.7	-1%	-1.7	x	-3%	10%	-2%

Continued:
smiles	EPAC1 antag	IL-2 act	EPAC1 agonist	CCT chaperon mod	PI5P4Ka inh	PLK1 PBD inh	EPAC2 ag	WRN helicase inh
COc1ccc(CSCC(=O)NCCC(C)C)cc1	-1%	0.6	6%	-2.3	-5	-11%	10%	7%
O=C(COC(=O)c1ccccc1F)c1ccc(-n2nncc2-c2ccco2)cc1	1%	-0.3	9%	-2.4	u	-19%	4%	-20%
COc1ccccc1N1CCN(C(=O)C2c3ccccc3Oc3ccccc32)CC1	-22%	-0.6	11%	-3.3	13	-3%	4%	-14%
Cc1nn(Cc2cccc(F)c2)c(C)c1NC(=O)c1ccc(COc2ccccc2Cl)cc1	2%	-2.8	12%	-0.2	x	0%	14%	-18%
CCCCn1nc(C(=O)Oc2ccc3c(C)cc(=O)oc3c2)c2ccccc2c1=O	8%	0.7	2%	0.7	-18	-10%	6%	5%
CC(=O)c1cnn(-c2ccccc2)c1C	-21%	0.1	-5%	-1.2	3	-4%	6%	-18%
NC(=O)C(NC(=O)OCc1ccccc1)c1ccccc1 (stereo not drawn)	-15%	0.3	3%	-3.0	5	3%	4%	0%
CCOC(=O)c1cnn(-c2cc(Oc3ccccc3)ncn2)c1N	-12%	0.2	2%	-2.8	-5	5%	5%	-1%
CCC1(c2ccccc2)NC(=O)N(CC(=O)Nc2ccccc2C(=O)NC2CCCC2)C1=O (stereo not drawn)	8%	0.1	1%	-1.9	-4	-9%	0%	-7%
CCN(CC(=O)NCc1ccc(Cl)cc1)C(=O)CCOc1ccccc1C	5%	-3.1	6%	1.8	12	1%	-8%	-1%
CCOCCc1c(O)nc(SCCOc2ccc(C)c(C)c2)[nH]c1=O	-15%	0.8	3%	-5.3	3	-10%	3%	-2%
CCC(=O)N1CCC1(C)C(=O)Nc1cccc2c1CCCC2 (stereo not drawn)	-9%	-0.7	-13%	-0.3	4	-1%	5%	-10%

Remaining list, next part.
smiles	EPAC1 antag	IL-2 act	EPAC1 agonist	CCT chaperon mod	PI5P4Ka inh	PLK1 PBD inh	EPAC2 ag	WRN helicase inh
Cc1ccc(-c2c(C(=O)N/N=C/c3ccsc3)nnn2-c2nonc2N)cc1	-3%	-1.1	15%	0.6	-23	-22%	8%	-5%
COc1cccc(/C=C2\N=C(C3CCCCC3)OC2=O)c1OC	-10%	4.4	3%	0.4	11	-26%	16%	-10%
COc1cc2c(cc1NC(=O)c1cc(-c3ccncc3)nc3ccc(C)cc13)oc1ccccc12	0%	0.5	11%	0.2	x	-10%	12%	-1%
Nc1nnc(CC(=O)Nc2ccccc2)s1	5%	-1.2	-3%	0.3	-8	2%	3%	-1%
Cc1cc(F)ccc1S(=O)(=O)Nc1ccccc1C(=O)Nc1ccccc1-c1nc2ccccc2[nH]1	-10%	-0.8	4%	0.6	-2	-3%	12%	-12%
COCCN(C(=O)CSc1nnc(C)n1-c1ccc(C)cc1)c1c(N)n(Cc2ccccc2)c(=O)[nH]c1=O	-8%	-4.3	2%	0.1	-3	-8%	5%	-5%
Cc1ccc(C)c(NC(=S)NNC(=O)c2ccco2)c1	0%	4.0	0%	-2.0	x	19µM*	4%	-1%
Cc1c(Cl)cccc1NC(=S)NN1CCOCC1	6%	0.1	-2%	-0.6	-1	-2%	1%	1%

Screening results: PubChem, National Center for Advancing Translational Sciences (NCATS)
